# aSyn UTR inh – MLPCN primary screen, SNCA 5' untranslated region; hit rate 0.82% among 300,000; inhibition, % (tested at 7.5 µM); alpha-synuclein 5'UTR reporter, inhibitor activity; AID 1813, 2009; in the data active = inhibition above about 60%;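 also: H4 neuroglioblastoma cells stably carrying SNCA 5'UTR luciferase fusion; 0% = DMSO wells and 100% = positive control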
# HSF1 inhib – HSF1 inhibitors in luciferase reporter cells, primary screen, cell-based, NIH3T3, luminescence; NIH3T3-HGL HSE-luciferase, MG132-induced, luminescence 8 h; active compounds read low; activity change, negative = inhibition, % at 7.5 µM (by protocol); hit rate 0.77% among 300,000; AID 2098, 2009;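 active = more than half of replicate wells show activity change below -50%, luminescence cut by over half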;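 also: luciferase reports HSF-1 transcriptional activity via heat shock element; 0% = median of DMSO wells and -100% = zero luminescence signal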
# HSP90 refold inh – HSP90 inhibitors, primary screen, cell lysate, luminescence; hit rate 0.91% among 290,000; inhibition, % at 5.6 µM; Rabbit reticulocyte lysate, luciferase refolding luminescence, 3 h; Heat shock protein HSP 90 (rabbit reticulocyte lysate; luciferase refolding);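 active = inhibition above the screen-wide mean plus 3 SD, computed separately per campaign, cut at about 16% in these data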;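 also: 0% = DMSO wells and 100% = 60 µM geldanamycin wells; inhibitors lower the luminescence because luciferase stays unfolded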
# HSF-1 act – HSF-1 activators, primary screen, NIH3T3-HGL cells, MG132 stress, luminescence, single point; NIH3T3-HGL HSF-1 luciferase reporter, 8 h; 100% = twice DMSO control signal; activation, % at 9 µM; hit rate 1.7% among 300,000; AID 504408, 2011;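 active = mean replicate activation of at least 50% with a set share of replicates each reaching 50%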;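 also: 0% = median of the neutral control wells and 100% = twice that signal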
# AI-2 QS modul – Vibrio harveyi AI-2 quorum sensing modulators, primary screen, JMH597 strain, luminescence/OD600 ratio. Vibrio harveyi JMH597 AI-2 luminescence/OD600 ratio, 9 h; active compounds read low; strain lacks LuxN and CqsS sensors; 0 = neutral-control median. activity change, % at 7.5 µM. hit rate 0.4% among 300,000. AID 2094, 2009; in the data active = activity change below about -75%, passing the limit was not always enough;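 also: luminescence divided by OD600 gain over 9 h not by final OD600 alone; inactives centre near 13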
# IEC-6 cytotox – cytotoxicity in IEC-6 intestinal epithelial cells, primary screen, cytotoxicity control for KLF5 inhibitor project, cell-based, luminescence. IEC-6 cytotoxicity, luminescence viability. inhibition, % at 5 µM. hit rate 0.78% among 290,000. AID 1825, 2009; in the data active = inhibition above about 22%;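 also: 0% = plate median of test compound wells and 100% = cytotoxic reference compound wells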
# KLF5 inhibitor – KLF5 expression inhibitors, primary screen, DLD-1 cells, luminescence. DLD-1 KLF5 promoter-luciferase reporter. inhibition, % at 5 µM. hit rate 0.23% among 290,000;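 active = inhibition above a per-plate limit of that plate's mean compound inhibition plus 3 SD, cut at about 60% in these data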;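 also: 0% = DMSO wells and 100% = LY294002 at 200 µM; higher means less KLF5 promoter-driven luciferase light; inactives centre near -14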
# GSK3beta inhib – human GSK3beta kinase inhibitors, primary screen, biochemical, cell-free homogeneous, HTS; Glycogen synthase kinase-3 beta (Homo sapiens), P49841; GST-GSK3beta kinase, ADP-Glo luminescence, 60 min; active compounds read low; activity score (negative = inhibition), % at 10 µM; hit rate 0.038% among 300,000;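 active = more than half of replicate wells score below -50%, meaning over 50% inhibition versus plate controls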;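 also: 0% = median DMSO wells and -100% = median GW8510 positive control wells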
# Target sequence (P49841 whole entry, looked up): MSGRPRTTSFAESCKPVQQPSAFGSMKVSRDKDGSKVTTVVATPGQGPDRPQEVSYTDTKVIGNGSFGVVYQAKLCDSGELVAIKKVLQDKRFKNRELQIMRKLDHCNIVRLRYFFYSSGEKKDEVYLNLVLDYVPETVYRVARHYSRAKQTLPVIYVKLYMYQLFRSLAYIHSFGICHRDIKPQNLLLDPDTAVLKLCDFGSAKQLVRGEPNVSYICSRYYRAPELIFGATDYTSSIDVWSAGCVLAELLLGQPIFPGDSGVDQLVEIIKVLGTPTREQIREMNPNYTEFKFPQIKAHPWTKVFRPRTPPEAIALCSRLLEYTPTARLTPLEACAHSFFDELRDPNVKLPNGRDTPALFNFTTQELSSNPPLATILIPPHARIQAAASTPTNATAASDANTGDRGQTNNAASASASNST
#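 test system = GST-tagged human GSK3beta kinase, cell-free | reagent = 25 µM ATP with peptide substrate | dosing = one dose of 10 µM per compound | schedule = 60 min reaction, RT | detection = luminescent ADP-Glo measurement of ADP formed | control set = DMSO neutral wells and GW8510 at 20 µM as positive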
# PolyA inhibitor – polyadenylation inhibitors in yeast reporter cells, primary screen, luminescence, S. cerevisiae; S. cerevisiae SKY197-pL101 polyadenylation reporter, beta-gal luminescence; efflux-impaired pdr1/pdr3 knockout yeast; score 100 = 6 SD above DMSO; calls only at 12 µM; hit rate 0.02% among 300,000;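 active = lowest replicate activity score at least 50, where 100 means six control SD above control mean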;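 also: yeast exposed to compound for 9 h at 30 °C; higher score means more reporter readthrough which indicates perturbed polyadenylation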
# GSK3 alpha inh – blockers of GSK3A enzyme activity – biochemical, luminescence, cell-free homogeneous, HTS, primary screen; Glycogen synthase kinase-3 alpha (Homo sapiens), P49840; GSK-3 alpha kinase, ADP-Glo luminescence, 60 min; inhibition, % at 10 µM; hit rate 0.1% among 320,000; AID 2650, 2010;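 in the data active = inhibition above about 50%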;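 also: GST-tagged GSK-3 alpha with peptide substrate and 25 µM ATP; 0% = DMSO neutral wells and 100% = GW8510 positive control wells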
# Target sequence (P49840 whole entry, looked up): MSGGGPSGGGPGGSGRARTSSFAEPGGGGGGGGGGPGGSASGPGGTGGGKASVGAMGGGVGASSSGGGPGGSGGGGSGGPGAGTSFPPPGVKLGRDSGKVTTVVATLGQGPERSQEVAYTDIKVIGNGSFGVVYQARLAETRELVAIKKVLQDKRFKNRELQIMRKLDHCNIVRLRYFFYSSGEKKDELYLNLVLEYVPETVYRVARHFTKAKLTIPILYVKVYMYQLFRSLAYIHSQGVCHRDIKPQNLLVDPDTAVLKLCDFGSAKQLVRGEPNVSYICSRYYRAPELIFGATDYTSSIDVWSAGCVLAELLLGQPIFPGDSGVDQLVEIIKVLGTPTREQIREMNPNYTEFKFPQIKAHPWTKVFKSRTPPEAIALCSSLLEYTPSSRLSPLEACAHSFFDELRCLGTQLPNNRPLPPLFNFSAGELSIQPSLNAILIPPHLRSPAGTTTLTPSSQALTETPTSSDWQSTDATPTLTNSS
# Active calls of the source: *; i = inactive; nt = no result given.
no.	structure	aSyn UTR inh	HSF1 inhib	HSP90 refold inh	HSF-1 act	AI-2 QS modul	IEC-6 cytotox	KLF5 inhibitor	GSK3beta inhib	PolyA inhibitor	GSK3 alpha inh
1	COc1ccc(C(C(=O)NCC2CCCO2)N(Cc2ccco2)C(=O)c2snc(C(N)=O)c2N)cc1OC (stereo unspecified)	9	-5	-1	-3	10	4	2	1	i	-2
2	CCN=C(NCC)SC1CC(=O)N(c2cccc(OCC)c2)C1=O (stereo unspecified)	8	-5	0	-10	34	1	-20	-3	i	0
3	CCc1ccc(OCC(=O)Nc2cccc3nsnc23)cc1	-38	-8	1	4	9	6	-15	5	i	1
4	Cc1ccc2c(c1)C(=O)CC1(CCCCCC1)O2	-6	-3	nt	-6	27	nt	nt	-1	i	-1
5	Cc1ccc(-c2csc3ncnc(NCCC(=O)O)c23)cc1C	-4	2	-3	-5	0	0	-21	0	i	0
6	CCc1nnc(NS(=O)(=O)c2ccc(NC(=O)/C=C/c3ccccc3Cl)cc2)s1	4	1	-5	10	34	-3	-27	2	i	-2
7	CC1(C)Cc2noc(N)c2C(C)(C)N1OC(=O)c1ccco1	nt	nt	1	nt	nt	1	-3	nt	nt	-21
8	CCOc1cc2[nH]c(=O)n(CCC(=O)N3CCN(c4ccccc4OC)CC3)c(=O)c2cc1OCC	4	5	2	33	48	-8	6	-1	i	0
9	Cc1cccc(-n2cnc(C(=O)NNC(=S)Nc3ccc(Cl)cc3)c2)n1	20	-1	1	12	2	-6	-9	1	i	-1
10	Cc1csc(=O)n1CC(=O)OCc1nnc(-c2ccc(Cl)cc2)o1	-30	0	nt	12	nt	nt	nt	nt	i	0
11	Cn1c(N)c(C(=O)COC(=O)CCC2CCCC2)c(=O)n(C)c1=O	20	-10	-4	0	26	-3	-19	2	i	1
12	CCOc1cccc(-c2c(C(=O)N/N=C/c3sccc3C)nnn2-c2nonc2N)c1	41	0	-1	-14	16	4	-28	0	i	36
13	CC(C)CN(CCNC(=O)CN1N=C(c2ccc(Cl)cc2)CCC1=O)CC(C)C	18	-9	-4	-4	19	-2	-7	1	i	1
14	CC(C)(C)c1cc(N2CCOCC2)n2ncc(-c3ccc(Cl)cc3)c2n1	-15	12	0	19	-7	-3	-9	1	i	-1
15	Cc1c(Cl)cccc1NC(=S)N1CCN(c2ncccn2)CC1	13	-2	0	-15	16	-3	0	1	i	-12
16	O=C(NNC(=O)c1ccccc1F)c1ccc(-c2ccc(Cl)cc2)o1	7	-3	nt	10	-4	nt	nt	-1	i	-2
17	Cc1ccccc1OCC(O)Cn1c(NCc2ccco2)nc2c1c(=O)[nH]c(=O)n2C (stereo unspecified)	6	-1	-2	-3	19	-3	-37	4	i	-2
18	COc1ccc(OC)c(NC(=O)CCC(=O)Nc2nnc(C(C)C)s2)c1	10	-5	3	-14	8	4	-38	2	i	7
19	CCOC(=O)c1cnc2nc(C)[nH]n2c1=O	5	-9	11	-7	3	0	3	-6	i	nt
20	O=[N+]([O-])c1ccc(Oc2ccc(Oc3ccc(C(F)(F)F)cn3)cc2)nc1	3	-2	4	-2	35	0	-8	-1	i	-1
21	COCc1nnc(NS(=O)(=O)c2ccc(F)cc2)s1	5	-2	3	-8	15	1	-11	2	i	-1
22	CC(C)(C)c1ccc(C(=O)NCCC(=O)N2CCC3(CC2)NCCc2[nH]cnc23)cc1	22	-7	-6	-3	5	-9	-30	5	i	-2
23	COc1cccc(N/C(SCc2ccccc2C)=C(/C#N)C(=O)NCc2cccs2)c1	14	14	0	15	14	-4	-6	-1	i	-6
24	Cc1ccc(C=Nc2ccc(N(C)C)cc2)o1	-139	-21	-1	-25	3	-7	-49	1	i	nt
25	COc1cc(OC)cc(C(=O)N[C@H](C(=O)Nc2nc3ccc(S(C)(=O)=O)cc3s2)C(C)C)c1	3	9	0	-4	6	-15	24	-2	i	1
26	CCOC(=O)C1(C(F)(F)F)N=C(c2ccccc2F)OC(N(C)C)=N1 (stereo unspecified)	21	-3	4	-3	-9	0	15	-1	i	-3
27	Cc1cc(NS(=O)(=O)c2ccc(NC(=O)C(C)Oc3cccc(C)c3C)cc2)nc(C)n1 (stereo unspecified)	8	6	-4	9	28	-3	-30	-2	i	-2
28	Cc1ccc2ccccc2c1NC(=O)c1ccco1	20	-4	2	9	5	4	-19	3	i	0
29	Cc1ccc(S(=O)(=O)NCc2cccnc2)cc1C(=O)N1CCCC1	-1	-4	-1	4	15	-1	-1	-1	i	0
30	O=C(CCCOc1ccccc1)N1CCN(c2ccccc2)CC1	-51	19	3	24	12	8	-75	1	i	2
31	Cc1cccc(CCN(CC(=O)NC(C)(C)C)C(=O)c2csnn2)c1	-1	-3	3	-6	32	5	16	0	i	0
32	COc1ccc(S(=O)(=O)NC(C)C(=O)NCc2ccc3c(c2)OCO3)cc1OC (stereo unspecified)	-5	6	-3	49	nt	9	-4	nt	i	0
33	CCN(CC)C(=O)CSc1nc2ccccc2o1	-64	4	7	3	28	2	-54	-1	i	-3
34	COC(=O)Cc1ccc(NC(=S)N2CCN(C(=O)C3CCCO3)CC2)cc1 (stereo unspecified)	-13	2	-5	36	12	-3	-39	3	i	0
35	O=C(CN1C(=O)COc2ccccc21)N1CCOCC1	-16	-2	-2	8	17	-3	-9	-22	i	-10
36	CC1CCC(NC(=O)c2ccc(CS(=O)(=O)Cc3ccccc3F)o2)CC1 (stereo unspecified)	0	-5	-3	31	20	-4	-9	-1	i	-2
37	Cc1ccc(NC(=O)CSc2nnc(CNC(=O)c3ccco3)n2C)cc1	-5	0	nt	1	8	nt	nt	6	i	0
38	COc1ccc(CCN2C(=O)C3C4C=CC(C4)C3C2=O)cc1OC (stereo unspecified)	-2	-6	-1	8	10	-5	-8	4	i	-1
39	Cc1ccc(OCCC(=O)Nc2ccc(F)c(Cl)c2)cc1	-20	-1	-2	-4	-78*	8	-23	-18	i	0
40	CCOc1ccc(C(=O)C(CCC(CN(C)C)C(=O)c2ccc(OCC)cc2)CN(C)C)cc1 (stereo unspecified)	-10	-30	0	-29	8	29*	19	-1	i	nt
41	CN(CC1CCCO1)S(=O)(=O)c1ccc(C(=O)Nc2ccc(S(N)(=O)=O)cc2)cc1 (stereo unspecified)	0	-3	-1	-5	23	6	-9	2	i	-1
42	CCCCCn1c(=NC(=O)c2cccnc2)c(C#N)cc2c(=O)n3cccc(C)c3nc21	-43	3	nt	10	17	nt	nt	1	i	1
43	COc1cc(OC)c(NC(=O)Cn2cccc2)cc1Cl	-6	7	-4	11	5	-4	-11	0	i	-2
44	Cn1c(NCc2ccccc2Cl)nc2ccccc21	-164	28	nt	31	27	nt	nt	1	i	-3
45	COc1ccc(CC2S/C(=N/N=C/c3ccc(O)cc3)NC2=O)cc1 (stereo unspecified)	-28	-6	3	-13	15	-4	-16	3	i	1
46	COC(=O)c1ccc(NC(=O)C2CCCCC2C(=O)O)cc1 (stereo unspecified)	1	-10	0	-8	7	-6	-35	1	i	-2
47	c1ccc(-c2nn[nH]n2)nc1	-11	-59*	4	-68	27	-3	0	3	i	-3
48	CN(C)C(=O)c1c(C(F)(F)F)nn(C)c1Cl	27	0	-2	-7	12	5	-5	5	i	0
49	Cc1ccc2nc3n(c(=O)c2c1)CCCCC3	-49	-4	4	4	31	3	-13	-3	i	0
50	CCCC(=O)N(c1ccc(C(=O)O)cc1)c1nc(-c2ccccc2)c(C)s1	-7	11	3	4	47	-5	-3	2	i	0
51	CC1(C)Cc2c(sc3c2c(=N)n(Cc2ccco2)c(=O)n3Cc2ccc(Cl)cc2)CO1	52	11	4	20	19	0	-8	-2	i	-3
52	Cc1ccc(S(=O)(=O)NCC(C)NS(=O)(=O)c2ccccc2[N+](=O)[O-])cc1 (stereo unspecified)	-5	-7	3	-11	15	3	-36	-3	i	1
53	CCS(=O)(=O)N1CCC(C(=O)NCc2ccccn2)CC1	1	0	3	19	18	3	4	2	i	-3
54	O=C(Cn1cnc(S(=O)(=O)N2CCCC2)c1)Nc1cccc(Br)c1	21	-4	-2	6	21	2	-36	-11	i	0
55	COc1ccc(S(=O)(=O)NCC2CCCN(Cc3cccnc3)C2)cc1 (stereo unspecified)	-56	2	1	4	47	-3	-4	-2	i	0
56	C=CCN1C(=O)/C(=C/c2ccc(-c3ccc(F)cc3)o2)SC1=S	-1	8	0	9	12	0	-11	2	i	2
57	CCC(C)c1ccc(-n2c(=O)c3ccccc3n3c(=S)[nH]nc23)cc1 (stereo unspecified)	9	1	2	-2	8	-6	-18	-1	i	0
58	Cc1c(Cl)cccc1NC(=S)Nc1ccc2[nH]c(=O)[nH]c2c1	1	1	3	3	11	-9	-8	-2	i	2
59	CCN(CC)Cc1cc2[nH]c3c4ccc(Cl)cc4ncc3c2cc1OC	11	-6	2	-12	-6	8	-8	-52*	i	nt
60	COc1ccccc1OCC(=O)N1CCC2(CC1)CC(=O)c1ccccc1O2	0	0	nt	-6	13	nt	nt	3	i	-2

# Additional structures follow:
no.	structure	aSyn UTR inh	HSF1 inhib	HSP90 refold inh	HSF-1 act	AI-2 QS modul	IEC-6 cytotox	KLF5 inhibitor	GSK3beta inhib	PolyA inhibitor	GSK3 alpha inh
61	COc1cccc2cc(C(C)N(CCCN3CCOCC3)C(=S)Nc3ccccc3C)oc12 (stereo unspecified)	8	-4	5	-3	0	1	-26	2	i	5
62	O=C(O)COc1ccc(/C=N/NC(=O)Cc2ccc(Cl)cc2)cc1	4	4	0	-2	10	-3	-24	0	i	nt
63	COc1ccccc1C(=O)OCCNC(=O)Cn1cnc2c1c(=O)n(C)c(=O)n2C	-5	-3	4	18	-2	2	-41	-2	i	-2
64	O=C(c1ccc(COc2c(F)c(F)cc(F)c2F)o1)N1CCN(c2ccccc2)CC1	2	-13	2	-36	23	4	-16	0	i	0
65	CCOC(=O)C1=C(N)OC2=C(C(=O)CC(C)(C)C2)C1C1CCCCC1 (stereo unspecified)	5	4	-2	-12	7	-1	-1	0	i	-1
66	Cc1ccc(OCC(=O)OCc2c(C)noc2C)cc1C	-8	0	-2	4	21	-1	-47	2	i	4
67	O=C(COC(=O)c1c2c(nc3ccccc13)CCCC2)c1cccs1	10	2	-2	-12	41	3	-31	1	i	3

# Screening results: PubChem BioAssay, several laboratories

# An excerpt; count on the stated rates, not on these rows.
